# hIAP inh – human IAP inhibitors, primary screen, biochemical, luminescence, uHTS; Intestinal-type alkaline phosphatase (Homo sapiens), P09923; AID 2544, 2010; purified IAP, CDP-Star luminescence, 30 min; inhibition, % at 10 µM; 0.12% of 330,000 active;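 active = inhibition reaching a set limit with compound at 10 µM in the primary screen, cut at about 35% in these data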;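 also: plate controls were DMSO wells with enzyme for no effect and no-enzyme buffer wells for full effect; values of inactives mirror those of a sister screen read the other way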
# Target sequence (P09923 whole entry, looked up): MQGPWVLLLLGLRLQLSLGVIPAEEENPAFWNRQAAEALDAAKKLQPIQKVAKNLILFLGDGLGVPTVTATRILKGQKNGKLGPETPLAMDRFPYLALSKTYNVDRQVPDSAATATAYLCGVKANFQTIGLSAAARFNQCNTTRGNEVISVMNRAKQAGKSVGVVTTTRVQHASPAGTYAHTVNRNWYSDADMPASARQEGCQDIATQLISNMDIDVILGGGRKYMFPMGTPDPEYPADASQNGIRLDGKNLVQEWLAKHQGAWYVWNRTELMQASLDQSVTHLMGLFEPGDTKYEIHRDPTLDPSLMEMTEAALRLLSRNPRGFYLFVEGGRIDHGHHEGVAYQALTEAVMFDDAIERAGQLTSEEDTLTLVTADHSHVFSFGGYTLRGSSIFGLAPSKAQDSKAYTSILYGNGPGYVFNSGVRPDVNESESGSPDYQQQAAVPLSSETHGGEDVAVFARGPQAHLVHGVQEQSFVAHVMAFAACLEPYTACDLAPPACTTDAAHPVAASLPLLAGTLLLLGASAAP
# mIAP inh – inhibitors of mouse IAP, primary screen, biochemical, luminescence, uHTS. intestinal alkaline phosphatase [Mus musculus]. purified mouse IAP, CDP-Star luminescence, 30 min. inhibition, % at 10 µM. 0.2% of 330,000 active. AID 2806, 2010;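 active = inhibition of at least 40% at 10 µM in the primary screen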;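 also: plate controls were DMSO with enzyme for no effect and no enzyme wells for full effect; values of inactives mirror those of a sister screen read the other way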
# MPTP block – mitochondrial permeability transition pore inhibitors, primary screen, biochemical, isolated mouse mitochondria, absorbance. Ca2+ swelling absorbance, 30 min. inhibition, % at 10 µM. 1.4% of 360,000 active. AID 602449, 2012;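 active = inhibition of 50% or more, scaled per plate between neutral and stimulator controls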;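 also: 0% = DMSO wells given calcium and 100% = 1 mM EGTA wells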
# MIN6 prolif – inducers of MIN6 beta-cell proliferation, primary screen, ATP luminescence, uHTS; MIN6 cells proliferation, ATPlite luminescence, 48 h; cells starved in 0.2% serum; 100% = growth in 10% serum; 0.29% of 330,000 active; proliferation, % at 10 µM;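 active = compounds whose signal lies at least 3.5 SD above the mean of all wells on their plate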;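 also: 0% = DMSO-treated cells in low-serum medium and 100% = 10% serum control; some compounds called inactive have numbers as strong as hits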
# GRIN3A LBD mod – binders of NR3A ligand-binding domain, primary screen, biophysical, differential scanning fluorimetry, uHTS. Glutamate receptor ionotropic, NMDA 3A (GRIN3A) ligand-binding domain. AID 1259313, 2017. 2.5% of 340,000 active. Tm shift relative to glycine control, % at 25 µM. NR3A LBD differential scanning fluorimetry, Tm shift; 0% = protein alone, 100% = glycine-bound protein;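 active = melting temperature shift of at least 10% of the positive control shift, at one fixed dose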
# hIAP activ – human IAP activators, primary screen, biochemical, luminescence, uHTS | AID 2524, 2010 | activation factor at 10 µM | purified human IAP, CDP-Star luminescence, 30 min; hits give high values; 1 = vehicle-only enzyme, 0 = enzyme-free background | Intestinal-type alkaline phosphatase (Homo sapiens), P09923 | 0.16% of 330,000 active;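 active = activation factor of the enzyme at least 2-fold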; also: the source names both 10 and 20 µM as test concentration; values of inactives mirror those of a sister screen read the other way
# mIAP activ – activators of mouse IAP, primary screen, biochemical, luminescence, uHTS; muIAP, CDP-Star luminescence, 30 min; hits give high values; 1 = vehicle-only enzyme signal, 0 = enzyme-free wells; activation factor at 10 µM; 0.24% of 330,000 active; AID 2805, 2010;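 active = activation factor of at least 2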; also: the source names both 10 and 20 µM as test concentration; values of inactives mirror those of a sister screen read the other way
#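 Assay system: mouse IAP enzyme; Reagent: CDP-Star chemiluminescent phosphatase substrate; Compound: DMSO-dissolved test compounds; Incubation: 30 min, room temperature; Technique: luminescence from enzymatic CDP-Star hydrolysis; Controls: DMSO-only wells and no-enzyme negative control.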
# APOBEC3G inh – APOBEC3G DNA deaminase inhibitors, primary screen, biochemical, fluorescence, single-stranded DNA substrate, uHTS | inhibition, % at 20 µM | 0.28% of 330,000 active | DNA dC->dU-editing enzyme APOBEC-3G (Homo sapiens), Q9HC16 | recombinant A3G, ssDNA deamination FAM/TAMRA fluorescence;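 active = inhibition of at least 40% at 20 µM, with no more than 30% in the related APOBEC3A deaminase screen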;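 also: plate controls were DMSO wells with A3G for no effect and wells lacking A3G enzyme for full effect; some compounds called inactive have numbers as strong as hits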
# Target sequence (Q9HC16 whole entry, looked up): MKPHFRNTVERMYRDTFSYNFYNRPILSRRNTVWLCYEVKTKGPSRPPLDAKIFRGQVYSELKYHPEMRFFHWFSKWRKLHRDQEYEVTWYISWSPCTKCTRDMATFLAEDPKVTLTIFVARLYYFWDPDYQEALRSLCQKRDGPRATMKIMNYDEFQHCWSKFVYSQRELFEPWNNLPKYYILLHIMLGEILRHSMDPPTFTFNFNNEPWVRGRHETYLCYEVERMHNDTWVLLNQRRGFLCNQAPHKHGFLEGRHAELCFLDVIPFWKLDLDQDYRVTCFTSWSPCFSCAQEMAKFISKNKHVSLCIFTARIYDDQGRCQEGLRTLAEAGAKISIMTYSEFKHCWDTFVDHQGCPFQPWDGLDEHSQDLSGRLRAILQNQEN
# APOBEC3A inh – APOBEC3A ssDNA deaminase inhibitors, primary screen, selectivity assay for APOBEC3G inhibitor project, biochemical, FAM/TAMRA oligo cleavage fluorescence | inhibition, % at 20 µM | 0.41% of 330,000 active | recombinant A3A, FAM/TAMRA ssDNA deamination fluorescence;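 active = at least 40% inhibition at 20 µM here, with at most 30% in a related deaminase screen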;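 also: plate controls were A3A with DMSO for no effect and wells lacking A3A enzyme for full effect; some results filed as inactive read as strong as hits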
# * hit, by the source's call; . = not tested or not shown. The order is random. About 5% of those tested had a hit in this group.
SMILES,hIAP inh,mIAP inh,MPTP block,MIN6 prolif,GRIN3A LBD mod,hIAP activ,mIAP activ,APOBEC3G inh,APOBEC3A inh
COc1ccc(C(=O)O)cc1S(=O)(=O)Nc1ccc2cn[nH]c2c1,-18,1,-0.9,-1,2,1.2,0.99,-1,-1
CCCN(CCC)Cc1c(C(=O)N/N=C/c2ccc(Br)cc2)nnn1-c1nonc1N,7,10,18,-4,22*,0.93,0.91,-4,-1
CC(=O)Nc1ccc(NC(=O)N(c2ccccc2)c2ccccc2)cc1,-2,2,-0.6,-1,1,1,0.98,-9,-5
Cc1cc(=O)n2c3ccccc3n(CC(O)CN3CCCC3)c2c1C#N (centres undefined),2,-10,0.0,-2,0,0.98,1.1,-4,3
Cc1cc(C)c(NC(=O)CS(=O)CC(=O)N2CCN(c3ccccc3)CC2)c(C)c1 (centres undefined),7,0,-4.2,-2,0,0.93,1,-3,-2
CCOC(=O)c1[nH]c2ccc(F)cc2c1NC(=O)CN1CCc2cc(OC)c(OC)cc2C1,0,-2,.,-3,.,1,1,-3,4
COc1ccc(OC2OC3COC(c4ccco4)OC3C(O)C2NC(C)=O)cc1 (centres undefined),-9,-2,-1.0,-2,2,1.1,1,0,0
CNc1nc(Oc2ccc(=O)n(C)n2)nc(N2CCOCC2)n1,-7,-2,0.2,11*,-2,1.1,1,-5,-3
O=C(CCN1C(=O)S/C(=C/c2ccccc2)C1=O)Nc1ccc(O)c(C(=O)O)c1,-28,-4,-0.6,-1,-7,1.3,1,-3,-2
CC1CCN(C(=O)Cn2nnnc2CN2CCOCC2)CC1,-8,8,0.1,-3,7,1.1,0.92,-10,-2
Cc1csc(Nc2ccc(Cl)cc2)n1,21,0,1.1,-3,5,0.79,1,-7,0
N#CCC(=O)Nc1ccc(C(=O)OCC(=O)c2ccc3c(c2)NC(=O)CO3)cc1,10,10,2.3,-2,0,0.9,0.9,-1,5
C/C(=N\NC(=O)c1cccs1)c1ccncc1,3,1,0.0,0,1,0.97,0.99,-4,-3
O=C(Cc1ccc(-c2ccccc2)cc1)Nc1ccccc1,6,-16,2.2,6.0*,-1,0.94,1.2,10,20
Cc1cc(C)nc(N(C#N)CN2C(=O)c3ccccc3S2(=O)=O)n1,6,0,-1.0,-3,0,0.94,0.99,-5,-2
O=C(CN1CCN(c2ccccc2)CC1)Nc1ccccc1C(F)(F)F,5,-2,-2.0,-3,-4,0.95,1,-5,-1
Cc1ccc(Cn2c(O)c(N=NC(=S)Nc3ccccc3F)c3ccccc32)cc1,10,15,-0.6,-5,-10,0.9,0.85,-3,0
O=[N+]([O-])c1cc([N+](=O)[O-])c(N2CCCCCC2)cc1NCCO,23,15,1.2,2,-3,0.77,0.85,-5,0
O=C(Nc1cccc(F)c1)[C@@H]1CCCN1,-11,0,-0.2,-4,-1,1.1,1,-9,-1
Cc1c(C(=O)C(=O)NCCc2ccc(S(N)(=O)=O)cc2)c2ccccc2n1C,-9,-6,0.2,-1,-2,1.1,1.1,-6,-1
CCOC(=O)N1CCC(N2CCN(C3CCCC3)C(CCO)C2)CC1 (centres undefined),3,1,3.9,2,1,0.97,0.99,-5,-2
COc1ccccc1CNC(=O)[C@H](Cc1c[nH]c2ccccc12)NC(=O)[C@@H]1Cc2ccccc2CN1,6,-10,-1.5,-3,-4,0.94,1.1,-4,-4
CCN1C(=O)c2cccc3c(S(=O)(=O)Nc4ccccc4)ccc1c23,9,-8,1.5,-6,-18,0.91,1.1,-3,-2
Cc1ncoc1C(=O)Nc1cccc(Cl)c1,11,8,0.1,-2,-6,0.89,0.92,-6,-2
CCN(CC)c1nc(N2CCOCC2)nc2ccccc12,-16,-4,0.6,-3,-1,1.2,1,-3,1
O=C(NCC1CCN(c2ccc(S(=O)(=O)N3CCOCC3)cc2)CC1)Nc1ccccc1,-43,-111,0.4,-1,-2,1.4,2.1*,-8,-3
Cc1cccc(-c2nc3ccccc3c(=O)n2N)c1,-3,11,0.8,-3,0,1,0.89,-9,-2
Cc1ccc(Cn2ccsc2=NC(=O)CCl)cc1,-1,-12,-1.1,-5,0,1,1.1,-8,3
O=C(Nc1ccccn1)c1c(O)c2cccc3c2n(c1=O)CCC3,4,1,-1.8,1,0,0.96,0.99,-3,6
CN1CCN(CC(=O)c2cc(C(C)(C)C)c(O)c(C(C)(C)C)c2)CC1,-26,3,0.4,-2,1,1.3,0.97,-6,-4

# Overlap with the part before: 3 compounds, then new ones.
SMILES,hIAP inh,mIAP inh,MPTP block,MIN6 prolif,GRIN3A LBD mod,hIAP activ,mIAP activ,APOBEC3G inh,APOBEC3A inh
Cc1ccc(Cn2ccsc2=NC(=O)CCl)cc1,-1,-12,-1.1,-5,0,1,1.1,-8,3
O=C(Nc1ccccn1)c1c(O)c2cccc3c2n(c1=O)CCC3,4,1,-1.8,1,0,0.96,0.99,-3,6
CN1CCN(CC(=O)c2cc(C(C)(C)C)c(O)c(C(C)(C)C)c2)CC1,-26,3,0.4,-2,1,1.3,0.97,-6,-4
O=C(Nc1ccc2ccccc2n1)c1ccccc1,9,-3,-1.3,-3,-1,0.91,1,-6,-2
O=c1c2c(nc3nc(NCc4ccccc4Cl)[nH]n13)CCC2,-7,-5,.,1,.,1.1,1,5,-2
Cc1ccc(S(=O)(=O)NN2C(=O)c3ccccc3NC2C)cc1 (centres undefined),-5,10,-1.0,-1,0,1.1,0.9,2,1
Nc1nc(CSc2nc3ccccc3s2)nc(Nc2ccccc2)n1,-7,9,.,-1,.,1.1,0.91,0,1
COc1ccccc1N1CCN(S(=O)(=O)CC23CCC(CC2=O)C3(C)C)CC1 (centres undefined),5,-1,0.0,-3,-7,0.95,1,-6,-2
Cc1nc2ccc(NC(=O)c3ccccc3)cc2s1,16,-4,0.2,-2,-27,0.83,1,2,-1
CCC(CC)NC(=O)CO/N=C/c1ccc(Cl)cc1Cl,-4,5,0.4,-3,3,1,0.95,-10,2
Cn1cccc1C(=O)OCC(=O)c1ccc(Br)s1,5,1,-1.0,-3,14*,0.95,0.99,-3,-2
O=C(CSC1=NC(=O)C(Cc2ccccc2)C(=O)N1)Nc1ncccn1 (centres undefined),-15,2,.,0,.,1.1,0.98,-9,-4
CCOc1ccc(OCc2ccc(C(=O)N3CCCC(C)C3)cc2)cc1 (centres undefined),4,-7,19,-4,4,0.96,1.1,2,2
Cc1ccc(-n2c(C)cc(C(=O)CN3CCOCC3)c2C)cc1,13,6,-2.5,-2,-3,0.87,0.94,-3,-2
O=C(CCC(=O)Nc1ccccc1)NNS(=O)(=O)c1ccccc1[N+](=O)[O-],-11,-7,-0.7,-4,-2,1.1,1.1,3,1
Cc1ccc(NC(=O)CSc2nc(O)cc(=O)n2C)cc1,3,13,0.0,0,2,0.97,0.87,-2,0
CCOC(=O)C1CCN(C(=O)c2ccccc2CCc2ccccc2)CC1,2,-2,-0.9,-1,0,0.98,1,-8,-6
COc1ccccc1NC(=O)COC(=O)c1ccc2c(c1)OCCO2,2,12,-2.0,5,2,0.98,0.88,-9,-4
Cn1cnnc1SCC(=O)OCN1C(=O)c2ccccc2C1=O,3,-5,-3.2,-3,-4,0.97,1,-2,-1
Cc1cc(/C=C2/NC(=O)NC2=O)c(C)n1-c1ccc(N2CCOCC2)cc1,-8,5,0.3,-4,-1,1.1,0.95,-2,0
O=C(CSc1nnc(C2CC2)n1CC1CCCO1)Nc1ccccc1Cl (centres undefined),8,8,-1.5,0,4,0.92,0.92,-7,-3
Cc1ccc(CN2CC(C(=O)N3CC(C)CC(C)C3)CC2=O)cc1 (centres undefined),0,0,-1.9,-2,-1,1,1,-5,0
Cc1nn(-c2ccc(C(=O)OC(C)C)cc2)c(C)c1[N+](=O)[O-],14,-1,-0.3,-3,-2,0.86,1,-7,0
Cc1n[nH]c(C)c1Cc1ccc(C(=O)O)cc1,0,0,-1.0,-2,2,1,1,-1,4
CCCCCNc1nc(-c2ccccc2)nc(-n2ccnc2)n1,-7,4,1.6,2,0,1.1,0.96,-3,-1
COc1ccc2cc(C(c3nnnn3C3CCCC3)N3CCCCCC3)c3nnnn3c2c1 (centres undefined),-12,2,-0.7,0,2,1.1,0.97,-2,1
Cc1ccc(NP(=O)(Nc2ccc(C)cc2)Nc2ccc(C)cc2)cc1,-25,-146,-0.4,-3,-3,1.3,2.5*,-5,-5
Cc1nnc(SCC(=O)N2CCc3ccccc32)s1,-5,4,0.1,-1,1,1.1,0.96,-7,-4
CCCC(NCC(=O)Nc1cc(S(=O)(=O)N2CCOCC2)ccc1OC)c1ccccc1 (centres undefined),16,-10,0.3,4,-2,0.83,1.1,-10,-2
COc1ccccc1CNc1nc2nc(C)c(Cl)c(=O)n2[nH]1,10,-3,2.9,1,-2,0.9,1,-3,0
CC(C)(C)C(=O)CSc1nc2ncc(Br)cc2[nH]1,21,5,1.9,-1,0,0.79,0.95,-3,1
Cc1nc(Cc2nnc(SCC(=O)N3CCN(c4ccccc4)CC3)o2)cs1,3,7,-1.5,0,3,0.97,0.93,-11,-5
CN(CC(=O)Nc1ccc(F)c(F)c1F)C(=O)CC1CCCCC1,2,-6,1.4,0,1,0.98,1.1,2,0
O=C(NCc1ccco1)c1cc(C(=O)C2CCCCC2)c[nH]1,-6,-8,2.0,1,-1,1.1,1.1,-5,-4
CCc1ccccc1NC(=O)COC(=O)C1CC(=O)N(c2ccc(F)cc2)C1 (centres undefined),2,-12,1.9,1,2,0.97,1.1,-5,-2
O=C(Nc1ccccc1)N1CCCN(c2nccc(C(F)(F)F)n2)CC1,-8,6,1.4,0,0,1.1,0.94,-4,-2
CC(C)c1ccccc1NS(C)(=O)=O,7,15,.,1,.,0.93,0.85,-6,-2
O=C(Nc1ccc(F)cc1)c1c(Cl)nc2ccccn12,-1,-2,2.4,2,-1,1,1,-3,-14
COc1cccc(N2CCN(c3ccc4nnc(CCC(=O)N5CCN(C)CC5)n4n3)CC2)c1,12,1,-1.0,-2,2,0.88,0.99,-3,-5
COCCNC(=O)COc1ccccc1Cl,13,3,0.8,-1,-1,0.87,0.97,-4,-2
N#CCCN1CCN(Cc2ccccc2)CCC1=O,9,11,-0.4,-2,-2,0.91,0.89,-3,-1
CC(C)CC(c1nnnn1Cc1ccccc1)N1CCC(C(N)=O)CC1 (centres undefined),1,-9,-0.9,-1,1,0.99,1.1,-5,-7
COc1cc(Br)c(CNc2cc(C)ccc2C)cc1OC,-1,-5,7.8,-2,2,1,1,-11,-8
Cc1ccc(CNC(=O)c2cccc3c2C(=O)c2ccc(N4CCCCC4)cc2S3(=O)=O)cc1,13,11,1.0,-3,-2,0.87,0.89,-14,-5
